# HttQ103 aggreg = inhibitors of mutant huntingtin aggregate formation in PC12 cells. PC12 HttQ103-GFP aggregates, Acumen cytometry, 40 h. Potency, µM (titrated, usually from 46.1 µM), inactives show top-dose activity change, negative = inhibition, hits mostly inhibitors. 220,000 compounds, 1.1% hits. AID 1688; note: potency is the fitted concentration of half-maximal effect; % is set by controls: 0 for no effect and ±100 for the full control effect; nearly all actives have a fitted effect of over 60% in size
#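 Ecdysone-promoter PC12 model expressing HTT exon 1 Q103 fused to GFP, induced by tebufenozide at 100 nM final. Compounds titrated; aggregates sized 1–25 µm scored on a 488 nm laser cytometer.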
# LMNA splice mod = LMNA splicing modulation | HeLa LMNA splicing GFP/RFP minigene ratio, 48 h | Potency, µM (highest dose often 46.1 µM), for inactives: at the top dose ratio change, negative = inhibition, usual class: inhibitors | 200,000 compounds, 0.01% hits | AID 1487; active = well fitted inhibition curve with a large enough effect in the signal ratio, with a control signal flat, not every such curve was filed as active; inconclusive = small, poorly fitted or top-dose-only effect, or effect the other way, or a change in a side signal; the % refers to the signal ratio; note: potency is the fitted concentration of half-maximal effect; % is set by controls: 0 for no effect and ±100 for the full control effect
#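 Read-out is the ratio of GFP to DsRed2 object intensity, acquired by 488 nm laser-scanning cytometry on HeLa lamin A-EGFP minigene reporter cells. Compound incubation 48 hrs at 37 °C in Opti-MEM with 2% FBS; DMSO 0.5% final.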
# CBFb RUNX1 block = inhibitors of human CBF-beta and RUNX1 interaction; 230,000 tested, under 10 active; AlphaScreen CBFb-His/RUNX1-biotin binding, biochemical; Potency, µM (titrated, usually from 59.8 µM), for the others: top-dose activity, negative = inhibition, actives largely listed as inhibitors; note: % of control where 0% means no effect
# Target sequence (Q01196 whole entry, looked up): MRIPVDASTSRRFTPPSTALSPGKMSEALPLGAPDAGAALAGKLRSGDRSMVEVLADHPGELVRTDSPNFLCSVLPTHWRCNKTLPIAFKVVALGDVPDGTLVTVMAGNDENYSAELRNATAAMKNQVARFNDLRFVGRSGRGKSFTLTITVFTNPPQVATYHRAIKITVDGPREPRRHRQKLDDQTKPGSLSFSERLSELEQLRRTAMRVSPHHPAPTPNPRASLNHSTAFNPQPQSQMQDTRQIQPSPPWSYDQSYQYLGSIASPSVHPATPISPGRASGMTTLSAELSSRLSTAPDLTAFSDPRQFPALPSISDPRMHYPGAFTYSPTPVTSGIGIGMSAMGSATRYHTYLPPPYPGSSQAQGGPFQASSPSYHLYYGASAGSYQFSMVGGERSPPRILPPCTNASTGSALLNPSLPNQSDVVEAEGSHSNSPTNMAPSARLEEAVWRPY
# Target sequence (Q13951 whole entry, looked up): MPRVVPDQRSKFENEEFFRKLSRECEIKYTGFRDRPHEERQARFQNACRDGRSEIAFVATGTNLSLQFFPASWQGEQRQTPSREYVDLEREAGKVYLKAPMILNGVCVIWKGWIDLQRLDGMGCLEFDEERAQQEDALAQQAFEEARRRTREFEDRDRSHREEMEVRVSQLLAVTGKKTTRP
#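 Room-temperature protein-protein interaction test with 30 nM each of His-tagged CBF-beta and biotinylated RUNX1, 15 min with compound, then 90 min with nickel plus streptavidin beads. Signal read in AlphaScreen mode.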
# GAA glycogen mod = inhibitors or activators of human alpha-glucosidase glycogen cleavage. recombinant GAA, glycogen substrate, Amplex Red glucose oxidase fluorescence. 300,000 compounds, 0.38% hits. Potency, µM (titrated, usually from 76.4 µM), inactives show at the highest dose activity change, negative = inhibition, most hits filed as inhibitors;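 note: potency is the fitted concentration of half-maximal effect; 0% = full enzyme reaction and -100% = no-enzyme basal signal; the screen sought inhibitors and activators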
#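 qHTS, 1536-well; enzyme 4 nM final; cpd up to 77 uM; substrate bovine liver glycogen 30 ug; 50 mM citrate/phosphate pH 5.0, 0.01% Tween-20; 37 C, 40 min; Amplex Red detection 45 min RT; Hill fit → AC50.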
# HTT ATP protect = protects HTT-Q103 PC12 cells, measured by ATP | PC12 HTT-Q103 induced, cytoprotection, ATP luminescence, 40 h | Potency, µM (doses to about 56.4 µM), for the others: cytoprotection (ATP increase), actives largely listed as activators | 230,000 compounds, 0.14% hits | AID 1471;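 note: potency is the fitted concentration of half-maximal effect; % of control where 0% means no effect; nearly all actives have a fitted effect of over 45% in size; toxic huntingtin expression switched on by the ecdysone agonist tebufenozide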
#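 Readout: ATPlite luminescence (ATP level). Model: stable PC12, inducible Htt exon1 Q103-GFP. Inducer: tebufenozide, 100 nM final. Compounds: dose series. No G418 in medium.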
# GAA inh = alpha-glucosidase (human) inhibition | Potency, µM (doses to about 76.9 µM), for the others: at the top dose activity change, negative = inhibition, usual class: inhibitors | 200,000 compounds, 0.005% hits | P10253 | AID 1466 | purified human GAA, 4-MU-alpha-glucoside fluorescence;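 note: potency is the fitted concentration of half-maximal effect; plate controls were uninhibited enzyme wells for no effect and no-enzyme background for full effect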
#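 Fluorescence at Ex 365/Em 440 nm from 4-methylumbelliferone reported enzyme activity after 20 min at room temperature. Reactions used 4 nM enzyme and 400 uM substrate at pH 5.0; curves fitted with the Hill equation.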
# GAA spleen mod = lysosomal alpha-glucosidase (human) modulation; P10253; human spleen homogenate, 4-MU-alpha-glucoside fluorescence; Potency, µM (series often up to 79.9 µM), inactives show at the highest dose activity change, negative = inhibition, usual class: inhibitors; 240,000 compounds, 0.006% hits; AID 2112;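 note: potency is the fitted concentration of half-maximal effect; 0% = enzyme with vehicle and -100% = no enzyme basal signal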
#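 Human spleen homogenate (1 ug) with 4-methylumbelliferyl-alpha-D-glucopyranoside (1 mM final) in 50 mM citrate/phosphate pH 5.0, 0.01% Tween-20; 40 min at 37 C. Stopped at pH 10; 4-MU fluorescence Ex 365/Em 440 nm; AC50 by Hill fit.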
# Active calls of the source: *; ? = inconclusive; / = not tested or not shown; & = joins results of further samples; [ ] = another dose, or the depositor's remark. Unless noted, calls come from the whole dose curve; as a rule, active = well fitted curve in the direction sought with a large enough effect; inconclusive = small, poorly fitted or top-dose-only effect, or another doubt; inactive = no such curve, though single readings can be large; an effect the other way counts as inactive or inconclusive.
no. | SMILES | HttQ103 aggreg | LMNA splice mod | CBFb RUNX1 block | GAA glycogen mod
1 | C=CCOc1ccc2nc(NC(=O)OC)[nH]c2c1 | -12% | ? | -1% | 2%
2 | CCc1nc2cc3sc(CC)nc3cc2s1 | -9% | / | 5% | 5%
3 | COc1ccccc1C1SCCN1S(=O)(=O)c1cccc(C(F)(F)F)c1 (stereo not drawn) | -24% | ? | 25% | -11%
4 | Cc1cccc(C(=O)N2CCc3ccccc3C2)c1[N+](=O)[O-] | 8%[9.22 µM] | / | 3% | 22%
5 | CSc1oc(-c2ccc(F)cc2)nc1S(=O)(=O)c1ccc(F)cc1 | -11% | -14% | -1% | -4%
6 | CC1CCCCN1Cc1ccc(N)cc1 (stereo not drawn) | -3% | -9% | 3% | 1%
7 | CSc1ccccc1NC(=O)c1cc2ncc(Br)cn2n1 | 2% | -18%[46 µM] | 2% | 20%
8 | N[C@@H](CCCC(=O)O)C(=O)O | / | ? | ? | /
9 | COc1ccc(C2=NN(Cc3c(F)cccc3Cl)C(=O)CC2)cc1 | -13% | 5%[46 µM] | 0% | -3%
10 | CCC(C)[C@H]1CNC(=S)N1CCc1cccc2ccccc12 (stereo partly drawn) | -10%[9.22 µM] | / | -2% | -8%
11 | Cn1c(=O)[nH]c2c(Cl)nccc21 | -2%[9.22 µM] | / | -1% | 2%
12 | Nn1c(Nc2ccccc2)nc2sc3c(c2c1=O)CCCC3 | 26%[9.22 µM] | / | -7% | -5%
13 | CC(C)COC(=O)c1cc(-c2ccc(/C=N/n3cnnc3)o2)ccc1Cl | -14% | -5% | 3% | 4%
14 | Oc1ccc(Cl)cc1C1=NCCNC(C(F)(F)C(F)F)=C1 | ? | -10% | -3% | -11%
15 | CC1(C)C(c2cccs2)=NC(c2ccccc2)N1O (stereo not drawn) | 5% | 2% | -1% | ?

no. | HTT ATP protect | GAA inh | GAA spleen mod
1 | -106%[inhibitor] | -5% | 0%
2 | -53%[inhibitor] | ? | -6%
3 | 5% | -7% | -6%
4 | 6%[10 µM] | 10% | 1%
5 | -17% | -14%[15.4 µM] | 4%
6 | 23%[10 µM] | 1% | 5%
7 | -28% | 8% | 1%
8 | / | / | -6%
9 | -44%[inhibitor] | -1% | 0%
10 | -46%[inhibitor][10 µM] | / | -3%
11 | 20%[10 µM] | / | 6%
12 | 25%[10 µM] | 11% | 0%
13 | -13%[0.074 µM] | ? | -3%
14 | 6% | -7% | -7%
15 | -22% | 0% | -18%

# As entered above.
# Value for entry 11 under CBFb RUNX1 block: -1%
# Value for entry 8 under GAA spleen mod: -6%
# Value for entry 13 under GAA glycogen mod: 4%
# Value for entry 2 under HTT ATP protect: -53%[inhibitor]
# Value for entry 12 under HttQ103 aggreg: 26%[9.22 µM]

# The results go on.
no. | SMILES | HttQ103 aggreg | LMNA splice mod | CBFb RUNX1 block | GAA glycogen mod
16 | O=C(c1ccco1)N1CCN(C(=O)N2CCCCC2)CC1 | -2%[9.22 µM] | 2%[46 µM] | 7% | 14%
17 | CCOC(=O)c1cnc2nc(Cc3ccccc3)[nH]n2c1=O | 8% | 10% | 2% | -7%
18 | Cc1nn(-c2ccccc2)c2c1C(c1ccc(Cl)cc1)N(c1ccccc1)C(=O)N2 (stereo not drawn) | -2% | ? | -2% | 6%
19 | CN(C)S(=O)(=O)c1cccc(-c2nnc(SCc3ccc4c(c3)OCCO4)o2)c1 | 13% | ? | 6% | -13%
20 | COc1ccc(C2CN=NC23CCCc2ccccc2C3=O)cc1 (stereo not drawn) | -5% | 17% | 4% | 3%
21 | O=C(Cc1ccccc1)N1CCC(c2nc3ccccc3[nH]2)CC1 | 0% | 9% | 5% | 8%
22 | O=c1[nH]c(NC2CCCCC2)nnc1Cc1ccccc1 | 12% | ? | 4% | -6%
23 | CC(=O)Nc1ccc(C(=O)CSc2nc3ccc(C)cc3[nH]2)cc1 | ? | 0% | -2% | 11%
24 | CCOC(=O)N1CCN(C(=O)CC(C(=O)N2CCc3ccccc32)n2ccnc2)CC1 (stereo not drawn) | -1% | -4% | -2% | 17%
25 | COc1ccc2c(c1)c(N=O)c(O)n2C | 13%[9.22 µM] | -11% | 4% | 3%
26 | COc1cc(/C=N/NC(=O)CCN2CCN(c3ccccc3)CC2)cc(OC)c1OC | 29% | ? | -3% | 3%
27 | CCOC(=O)N1CCC(N2CCN(S(=O)(=O)c3ccc(OC)cc3)CC2)CC1 | -1%[9.22 µM] | ? | 3% | -13%
28 | COc1ccc(/C=N/NC(=O)Cn2cnc3c2c(=O)n(C)c(=O)n3C)cc1 | -15%[9.22 µM] | / | 14% | 2%
29 | CC(C)NC(=O)COC(=O)/C=C/c1ccc(F)cc1 | 1% | ? | -4% | -1%
30 | Cn1c(N)c(C(=O)COC(=O)c2cccc(S(=O)(=O)N3CCCCC3)c2)c(=O)n(C)c1=O | -1% | -1% | 5% | -5%

no. | HTT ATP protect | GAA inh | GAA spleen mod
16 | 1%[10 µM] | 12% | 6%
17 | -1% | -1% | -3%
18 | / | 4% | -11%
19 | -10%[10 µM] | ? | 6%
20 | -25% | -1% | 7%
21 | 7% | ? | -1%
22 | 9% | 6% | -1%
23 | 30%[10 µM] | ? | -9%
24 | 9%[0.074 µM] | -4% | 8%
25 | -11% | -14% | -4%
26 | / | -24% | -11%
27 | 22%[10 µM] | 12% | 7%
28 | 1%[10 µM] | / | 2%
29 | / | 7% | 9%
30 | 12%[10 µM] | -3% | 3%

# The listing continues.
no. | SMILES | HttQ103 aggreg | LMNA splice mod | CBFb RUNX1 block | GAA glycogen mod
31 | O=C(COC(=O)c1cccc(S(=O)(=O)N2CCCC2)c1)Nc1ccccc1 | -14% | / | -7% | -2%
32 | Cn1c(CN2CCN(CCO)CC2)c(C#N)c2ccccc21 | 21%[9.22 µM] | / | 1% | 6%
33 | O=C(COC(=O)c1ccc([N+](=O)[O-])o1)Nc1nc2ccccc2s1 | 5%[9.22 µM] | -1%[46 µM] | 11% | -3%
34 | COc1ccccc1N1CCN(C(=O)Nc2ccc(F)c(Cl)c2)CC1 | -12%[9.22 µM] | / | 12% | 13%
35 | CCOC(=O)c1cc(CC)sc1NC(=O)COC | -7% | 0% | 7% | -1%
36 | O=C(CN1C(=O)c2cccc3cccc1c23)Nc1ccc2c(c1)OCO2 | 9% | -24% | 1% | 5%
37 | CCN1CCN(C(=O)c2ccc(Cl)c(S(=O)(=O)N3CCCCCC3)c2)CC1 | 11% | / | -2% | -4%
38 | COc1ccc(S(=O)(=O)N2CCC(C(=O)NCc3ccccn3)CC2)cc1OC | -14% | 10% | -2% | -6%
39 | COc1ccc(C2C=C(c3cccs3)Nc3nc(CCCO)nn32)cc1 (stereo not drawn) | -12% | -15% | 3% | 4%
40 | Nc1c(C(=O)NCc2ccccc2)nnn1Cc1ccc(F)cc1 | -8% | -3% | 11% | 2%
41 | O=C(O)C1=C[C@H](c2ccc(F)cc2)C[C@H](OCCCCO)O1 | -16%[9.22 µM] | / | 4% | 5%
42 | CCN1CC=C2C(C#N)=C(N)C(C#N)(C#N)[C@H](c3cccc(OC)c3OC)[C@H]2C1 | 7% | -6% | -4% | 7%
43 | Cc1ccc(Oc2nnc(-c3ccccc3)c3ccccc23)cc1 | ? | ? | -7% | 7%
44 | CCOC(=O)c1nnn(-c2nonc2N)c1COc1ccc(F)cc1 | -11% | 9% | 3% | -10%
45 | COc1ccc(CCn2c(N)c(C#N)c3nc4ccccc4nc32)cc1OC | -20% | 5% | 9% | -2%

no. | HTT ATP protect | GAA inh | GAA spleen mod
31 | -3% | 1% | 0%
32 | 33%[10 µM] | / | -1%
33 | -9%[10 µM] | -5% | 1%
34 | -22%[10 µM] | / | -3%
35 | -8%[0.074 µM] | -3% | -4%
36 | -22%[10 µM] | 3% | -3%
37 | -31%[inhibitor] | 5% | 3%
38 | 1% | 2% | -6%
39 | -35% | ? | 9%
40 | 4%[10 µM] | 0% | -2%
41 | -3%[10 µM] | / | 8%
42 | 15%[10 µM] | 4% | -11%
43 | -73%[inhibitor] | 3% | 0%
44 | -3%[10 µM] | -5% | 5%
45 | -53%[inhibitor] | ? | 9%

# Gathered by group, those above with a COOH group (2)
no. | SMILES | HttQ103 aggreg | LMNA splice mod | CBFb RUNX1 block | GAA glycogen mod
8 | N[C@@H](CCCC(=O)O)C(=O)O | / | ? | ? | /
41 | O=C(O)C1=C[C@H](c2ccc(F)cc2)C[C@H](OCCCCO)O1 | -16%[9.22 µM] | / | 4% | 5%

no. | HTT ATP protect | GAA inh | GAA spleen mod
8 | / | / | -6%
41 | -3%[10 µM] | / | 8%

# (continued)
no. | SMILES | HttQ103 aggreg | LMNA splice mod | CBFb RUNX1 block | GAA glycogen mod
46 | CCCCc1ccc(NC(=O)N[C@@H](CC(C)C)C(=O)O)cc1 | -5%[9.22 µM] | / | 3% | 2%
47 | Cc1ccc(C2=NN(S(C)(=O)=O)C(c3cccs3)C2)cc1 (stereo not drawn) | -7% | 6% | 0% | -3%
48 | O=C(Nc1ncc2c(n1)-c1ccccc1CC2)C1CC1 | -14% | ? | 11% | -6%
49 | Nc1sc(-c2ccccc2)cc1-c1n[nH]c(=S)n1C1CCCCC1 | -7%[9.22 µM] | / | -1% | -24%
50 | COc1ccc2c(c1)C(=O)[C@@H](O)[C@H](c1ccc(OC)c(Br)c1)O2 | -19% | ? | 8%&10% | -1%

no. | HTT ATP protect | GAA inh | GAA spleen mod
46 | 9%[10 µM] | / | 5%
47 | -19% | -2% | -7%
48 | -26%[10 µM] | -25% | 3%
49 | -35%[10 µM] | / | 2%
50 | -65%[inhibitor] | 3%[15.4 µM] | 4%&-1%

# Compound profiles, from the list above. Order of screens: HttQ103 aggreg	LMNA splice mod	CBFb RUNX1 block	GAA glycogen mod	HTT ATP protect	GAA inh	GAA spleen mod
# Nn1c(Nc2ccccc2)nc2sc3c(c2c1=O)CCCC3 is entered as 26%[9.22 µM]	/	-7%	-5%	25%[10 µM]	11%	0%
# N[C@@H](CCCC(=O)O)C(=O)O is entered as /	?	?	/	/	/	-6%
# CCN1CCN(C(=O)c2ccc(Cl)c(S(=O)(=O)N3CCCCCC3)c2)CC1 is entered as 11%	/	-2%	-4%	-31%[inhibitor]	5%	3%
# C=CCOc1ccc2nc(NC(=O)OC)[nH]c2c1 is entered as -12%	?	-1%	2%	-106%[inhibitor]	-5%	0%
# COc1ccc(C2CN=NC23CCCc2ccccc2C3=O)cc1 (stereo not drawn) is entered as -5%	17%	4%	3%	-25%	-1%	7%

# Screening results: PubChem, National Center for Advancing Translational Sciences (NCATS)
